aSyn UTR inh – MLPCN primary screen, SNCA 5' untranslated region | alpha-synuclein 5'UTR reporter, inhibitor activity | inhibition, % (tested at 7.5 µM) | actives 0.82% (n = 300,000); in the data active means inhibition above about 60%;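 further: H4 neuroglioblastoma cells stably carrying SNCA 5'UTR luciferase fusion; 0% = DMSO wells and 100% = positive control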
HIF activator – HIF pathway transcriptional activators, primary screen, cell-based, U2OS HRE-luciferase, luminescence | U2OS HRE-luciferase reporter; normalized: DMSO 0%, desferrioxamine 100% | activation, % at 7.5 µM (by protocol) | actives 0.32% (n = 300,000) | AID 1910, 2009;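 active means mean activation of at least 10% of the iron chelator positive control signal, with at least half of replicates also reaching 10%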
TRPC6 activator – mouse TRPC6 channel activators, primary screen, cell-based, HEK293, membrane potential dye; Short transient receptor potential channel 6 (Mus musculus), Q61143; HEK293-TRPC6 membrane potential dye fluorescence; stronger effect = higher value; B-score at 10 µM; actives 0.13% (n = 310,000); AID 2550, 2010;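 active means B-score of the integrated fluorescence ratio above library mean plus 3 SD, and starting fluorescence ratio within library mean plus 5 SD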;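 further: higher score means more depolarization so channel activation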
SKKanGAS inh – S. pyogenes SKKanGAS growth inhibitors in kanamycin, primary screen, streptokinase expression inhibitor project, SKKanGAS strain, BacTiter-Glo luminescence; 6 h; inhibition, % at 7.5 µM; actives 1.3% (n = 300,000); AID 1662, 2009;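 active means mean replicate score, as percent of positive control median, at least 50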;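 further: strain carries kanamycin resistance gene driven by streptokinase promoter and grows in 40 µg/ml kanamycin; loss of luminescence reflects streptokinase promoter inhibition or plain growth inhibition; 0% = median of DMSO wells and 100% = positive control at its reference dose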
TRPC6 inh – mouse TRPC6 channel inhibitors, primary screen, cell-based, HEK293, membrane potential dye | Short transient receptor potential channel 6 (Mus musculus), Q61143 | ACh-evoked depolarization; stronger effect = lower value | B-score at 10 µM | actives 1.1% (n = 310,000);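 active means B-score under library mean minus 3 SD, initial fluorescence not abnormally high, positive integrated signal ratio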;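 further: B-score derived from integrated fluorescence ratio over the kinetic read; more negative B-score means stronger inhibition of depolarization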
KLF5 inhibitor – KLF5 expression inhibitors, primary screen, DLD-1 cells, luminescence | DLD-1 KLF5 promoter-luciferase reporter | inhibition, % at 5 µM | actives 0.23% (n = 290,000);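 active means inhibition above a per-plate limit of that plate's mean compound inhibition plus 3 SD, cut at about 60% in these data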;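 further: 0% = DMSO wells and 100% = LY294002 at 200 µM; higher means less KLF5 promoter-driven luciferase light; inactives centre near -14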
MrgX1 antag – antagonists of human MrgX1 receptor, primary screen, HEK293 cells, Fluo-4 calcium flux; Mas-related G-protein coupled receptor member X1 (Homo sapiens), Q96LB2; actives 1.3% (n = 310,000); BAM8-22 antagonism; stronger effect = lower value; B-score at 10 µM;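 active means calcium-response B-score plate-corrected more than 3 library SD below zero, starting fluorescence within 5 deviations, no agonist response on first addition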;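 further: peak minus trough fluorescence over baseline after final BAM8-22 challenge near maximal dose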
TRPC4 potent – positive allosteric modulators of TRPC4, primary screen, cell-based, mouse TRPC4beta, HEK293 mu-opioid, Fluo-4 calcium. Short transient receptor potential channel 4 (Mus musculus), Q9QUQ5. DAMGO EC20, Fluo-4 Ca2+ flux; stronger effect = higher value. B-score at 10 µM. actives 0.42% (n = 310,000);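 active means B-score of calcium response area above 5 SD of library B-scores, with initial fluorescence ratio within 5 SD of library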;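 further: B-score of integrated fluorescence ratio over time as area under calcium response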
Target sequence (Q9QUQ5 whole entry, looked up): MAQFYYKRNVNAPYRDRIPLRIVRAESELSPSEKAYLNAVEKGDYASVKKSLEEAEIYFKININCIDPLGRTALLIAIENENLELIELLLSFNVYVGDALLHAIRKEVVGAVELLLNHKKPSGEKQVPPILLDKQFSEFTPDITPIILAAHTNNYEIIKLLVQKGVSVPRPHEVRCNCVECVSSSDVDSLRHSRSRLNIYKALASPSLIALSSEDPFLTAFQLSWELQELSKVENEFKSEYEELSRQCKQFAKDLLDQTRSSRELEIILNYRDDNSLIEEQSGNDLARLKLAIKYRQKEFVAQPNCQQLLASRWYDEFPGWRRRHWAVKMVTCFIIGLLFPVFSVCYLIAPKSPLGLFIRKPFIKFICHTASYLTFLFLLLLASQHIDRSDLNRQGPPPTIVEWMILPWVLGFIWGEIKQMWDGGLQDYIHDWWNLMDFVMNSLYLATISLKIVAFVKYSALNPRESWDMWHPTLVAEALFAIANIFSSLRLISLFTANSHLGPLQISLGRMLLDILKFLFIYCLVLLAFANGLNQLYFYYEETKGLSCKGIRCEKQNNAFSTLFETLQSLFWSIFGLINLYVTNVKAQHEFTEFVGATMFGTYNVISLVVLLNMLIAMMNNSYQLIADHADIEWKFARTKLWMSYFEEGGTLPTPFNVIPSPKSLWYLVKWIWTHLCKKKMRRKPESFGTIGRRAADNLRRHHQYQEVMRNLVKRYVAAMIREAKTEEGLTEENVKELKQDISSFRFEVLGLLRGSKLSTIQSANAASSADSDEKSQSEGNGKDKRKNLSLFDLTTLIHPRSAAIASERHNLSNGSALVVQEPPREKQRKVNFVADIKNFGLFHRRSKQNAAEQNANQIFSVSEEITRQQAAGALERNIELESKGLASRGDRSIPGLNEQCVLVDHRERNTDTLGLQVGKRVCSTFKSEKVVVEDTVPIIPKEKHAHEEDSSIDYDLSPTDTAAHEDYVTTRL
TRPC4 block – inhibitors of mouse TRPC4 channel, primary screen, Fluo4 calcium, HEK293 TRPC4beta/mu-opioid cells. Short transient receptor potential channel 4 (Mus musculus), Q9QUQ5. DAMGO-evoked Fluo4 calcium flux; stronger effect = lower value. B-score at 10 µM. actives 0.39% (n = 300,000);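 active means B-score over 3 SD under the library average, no early fluorescence shift, positive overall ratio signal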
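Assay system: HEK293 cells with stable TRPC4beta plus mu-opioid receptor expression; Probe or stimulus: DAMGO in two steps, submaximal then maximal; Dosing: single-point compound dosing; Measured by: Fluo4 calcium-dye fluorescence, kinetic read; Read-out basis: B score from integrated Fluo4 fluorescence ratio.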
IEC-6 cytotox – cytotoxicity in IEC-6 intestinal epithelial cells, primary screen, cytotoxicity control for KLF5 inhibitor project, cell-based, luminescence | IEC-6 cytotoxicity, luminescence viability | inhibition, % at 5 µM | actives 0.78% (n = 290,000); in the data active means inhibition above about 22%;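 further: 0% = plate median of test compound wells and 100% = cytotoxic reference compound wells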
TRPC4 act – activators of mouse TRPC4 channel, primary screen, Fluo4 calcium, HEK293 TRPC4beta/mu-opioid cells; Fluo4 calcium fluorescence; stronger effect = higher value; B-score at 10 µM; actives 0.49% (n = 310,000);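 active means B-score above 5 SD of library B-scores, and initial fluorescence ratio not above library mean plus 5 SD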;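 further: positive B-score marks a calcium rise read as TRPC4 activation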
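System: HEK293 cells stably co-expressing mouse TRPC4beta and mu-opioid receptor; Schedule: Fluo4 dye loading 45 min at room temperature, 110 s recording; Detection: Fluo4 fluorescence, kinetic; Evaluation: B-scored integrated calcium fluorescence ratio; Controls: buffer (low) and maximal DAMGO (high).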
An asterisk follows results filed as active; i = inactive; · = no result given.

SMILES | aSyn UTR inh | HIF activator | TRPC6 activator | SKKanGAS inh | TRPC6 inh | KLF5 inhibitor | MrgX1 antag | TRPC4 potent | TRPC4 block | IEC-6 cytotox | TRPC4 act
Cc1nc(NC(=O)/C=C/c2ccc(C(C)(C)C)cc2)sc1C(=O)N(C)C | -14 | -0.5 | i | 18 | i | -9 | i | i | i | -2 | i
O=C(OCC(=O)C12CC3CC(CC(C3)C1)C2)c1ccccn1 | -13 | -0.3 | i | -2 | i | 6 | i | i | i | -4 | i
COC(=O)C1CCN(C(=O)c2sc3nc(-c4ccccc4)cn3c2C)CC1 | -19 | 0.4 | i | -3 | i | -32 | i | i | i | -3 | i
COCCN(Cc1cc2cc(C)ccc2n2nnnc12)C(=S)Nc1ccc(C)cc1 | 12 | 0.5 | i | 11 | i | -21 | i | i | i | 4 | i
CC1(C)CC(=O)C(C=NCCN2CCN(C3CC(=O)N(c4ccc(F)cc4)C3=O)CC2)=C(O)C1 (stereo unspecified) | 23 | 0.1 | i | 0 | i | 1 | i | i | i | -2 | i
CCC(CC)c1nnc(NC(=O)c2cc(C(=O)OC)cc([N+](=O)[O-])c2)s1 | 19 | · | i | 2 | i | -12 | i | i | i | 5 | i
COc1ccccc1/C=C/C(=O)NCC(=O)N=Nc1c(O)[nH]c2ccccc12 | 17 | -0.9 | i | 1 | i | 6 | i | i | i | 1 | i
COc1ccccc1-c1ccc(SCC(=O)N2CCOCC2)nn1 | 4 | -0.2 | i | -3 | i | -12 | i | i | i | -4 | i
COc1ccc(-c2cnc3n2CCCCC3)cc1 | -17 | 1.5 | i | -1 | i | -15 | i | i | i | 1 | i
COC(=O)[C@@]12CCCN1[C@H](c1ccc(-c3ccc(OC)cc3)cc1)[C@@H]1C(=O)N(C)C(=O)[C@@H]12 | -2 | 1.3 | i | 6 | i | · | i | 24* | i | · | i
Cc1c(Br)c([N+](=O)[O-])nn1CCCC(=O)N1CCN(c2ccccc2)CC1 | 29 | 0.4 | i | -2 | i | -1 | i | i | i | -8 | i
COc1ccccc1NS(=O)(=O)c1cc(NC(=S)NCCN2CCOCC2)ccc1N1CCOCC1 | -12 | -0.2 | i | 9 | i | -9 | i | i | i | -4 | i
COc1ccc(OCC(O)CN(CCO)CC(O)Cn2ccc3ccccc32)cc1 (stereo unspecified) | -12 | -0.3 | i | -4 | i | -1 | i | i | i | 0 | i
CCC(NC(=O)CCl)c1ccc(C)cc1 (stereo unspecified) | -57 | -1.8 | i | 2 | i | -34 | i | i | i | -2 | i
COc1ccc(CCNc2ccc(N3C(=O)CC(C)C3=O)cc2[N+](=O)[O-])cc1OC (stereo unspecified) | 3 | 0.7 | i | -2 | i | -24 | i | i | i | 2 | i
CCn1c(SCC(=O)Nc2ccc(Br)cn2)nnc1C1CC1 | -3 | 0.2 | i | 1 | i | -22 | i | i | i | -10 | i
C[C@H](NC(=O)C1CCN(S(=O)(=O)c2ccccc2)CC1)C(=O)NCc1ccco1 | -4 | -0.1 | i | -1 | i | -7 | i | i | i | -3 | i
Cc1nc(SCc2ccccc2)nc2c1CCC2 | -115 | 3.5 | i | -6 | i | -94 | i | i | i | -1 | i
N#Cc1ccc(CSc2nnc(-c3cnccn3)o2)cc1 | -10 | 0.1 | i | 4 | i | -33 | i | i | i | 2 | i
C=CCNC(=S)N/N=C/c1cccc([N+](=O)[O-])c1 | 21 | 0.1 | i | 1 | i | -43 | i | i | i | 1 | i
COC(=O)c1ccc2c(=O)[nH]c(CSc3nc(-c4ccc(F)cc4)cs3)nc2c1 | 2 | 0.4 | i | -1 | i | 5 | i | i | i | -1 | i
O=S(=O)(Nc1cccc2ncccc12)c1cccs1 | 47 | 0.4 | i | 87* | i | 8 | i | i | i | 100* | i
CCOc1ccc(OCC)c(NC(=O)CSc2nnnn2CC)c1 | 0 | -0.7 | i | -4 | i | -28 | i | i | i | -2 | i
COC(=O)C1=C(C(=O)OC)[N+]2=C3N(C(=O)NC2(C)C)[C@H](CO)C[C@@]32c3ccccc3N(Cc3ccccc3)[C@@H]12 | -2 | -0.3 | i | 0 | i | · | i | i | i | · | i
CCc1c(C#N)sc(C(N)=O)c1CC | 24 | 1.0 | i | -1 | i | -11 | i | i | i | 0 | i

Structural class: the compounds so far containing a halogen (five)
SMILES | aSyn UTR inh | HIF activator | TRPC6 activator | SKKanGAS inh | TRPC6 inh | KLF5 inhibitor | MrgX1 antag | TRPC4 potent | TRPC4 block | IEC-6 cytotox | TRPC4 act
CC1(C)CC(=O)C(C=NCCN2CCN(C3CC(=O)N(c4ccc(F)cc4)C3=O)CC2)=C(O)C1 (stereo unspecified) | 23 | 0.1 | i | 0 | i | 1 | i | i | i | -2 | i
Cc1c(Br)c([N+](=O)[O-])nn1CCCC(=O)N1CCN(c2ccccc2)CC1 | 29 | 0.4 | i | -2 | i | -1 | i | i | i | -8 | i
CCC(NC(=O)CCl)c1ccc(C)cc1 (stereo unspecified) | -57 | -1.8 | i | 2 | i | -34 | i | i | i | -2 | i
CCn1c(SCC(=O)Nc2ccc(Br)cn2)nnc1C1CC1 | -3 | 0.2 | i | 1 | i | -22 | i | i | i | -10 | i
COC(=O)c1ccc2c(=O)[nH]c(CSc3nc(-c4ccc(F)cc4)cs3)nc2c1 | 2 | 0.4 | i | -1 | i | 5 | i | i | i | -1 | i

Next results.
SMILES | aSyn UTR inh | HIF activator | TRPC6 activator | SKKanGAS inh | TRPC6 inh | KLF5 inhibitor | MrgX1 antag | TRPC4 potent | TRPC4 block | IEC-6 cytotox | TRPC4 act
COc1ccc(CNC(=O)C2CCN(S(=O)(=O)c3c(C)n[nH]c3C)CC2)cc1 | 14 | -0.6 | i | -6 | i | -39 | i | i | i | 0 | i
Cc1ccc(C)c(-n2c(-c3cccnc3)n[nH]c2=S)c1 | 6 | 0.0 | i | 10 | i | -5 | i | i | i | -11 | i
NNC(=S)Nc1ccc(Cl)cc1 | 7 | -0.2 | i | 2 | i | -11 | i | i | i | -4 | i
COc1ccc(S(=O)(=O)N2CCC(C(=O)NCc3ccncc3)CC2)cc1Cl | 25 | -3.6 | i | 1 | i | 2 | i | i | i | -1 | i
O=C(NC1CC1)c1cccc(Br)c1 | -3 | 0.4 | i | 1 | i | 12 | i | i | i | 3 | i
COc1ccc(NC(=O)CN(c2ccccc2)S(=O)(=O)c2ccccc2)c(OC)c1 | 6 | -0.6 | i | 0 | i | -17 | i | i | i | 1 | i
CCOCCCN(C)C1CCN(C(=O)c2oc3ccccc3c2NC(=O)Cc2ccc(F)cc2)CC1 | -11 | 0.9 | i | 3 | i | -14 | i | i | i | 3 | i
COc1ccc(-n2nc(C(=O)O)c3ccccc3c2=O)c(OC)c1 | -6 | · | i | -1 | i | -10 | i | i | i | -5 | i
O=C1CC2(CCN(C(=O)c3ccccc3Cl)CC2)Oc2ccccc21 | 22 | 1.3 | i | -7 | i | · | i | i | i | · | i
CCn1c(-c2ccccc2O)n[nH]c1=S | -3 | -0.1 | i | 2 | i | -4 | i | i | i | -2 | i
CN(c1ccccc1)c1cc(Br)nc(Br)c1 | 23 | 0.2 | i | 8 | i | · | i | i | i | · | i
COc1ccc(S(=O)(=O)Nc2ccc3c(c2)OCO3)cc1Cl | -17 | -0.1 | i | 5 | i | -6 | i | i | i | 1 | i
CC1=NN(C(C#N)c2ccccc2O)C(C)(C)C1 (stereo unspecified) | 13 | 0.5 | i | -1 | i | -9 | i | i | i | 2 | i
O=C(CSc1nnc(-c2ccccc2)n1Cc1ccco1)Nc1ccc2c(c1)OCCO2 | -21 | 0.3 | i | 13 | i | -75 | i | i | i | -7 | i
Cc1ccc(-c2onc3ccc(C4(C)OCCO4)cc23)cc1 | -2 | 0.6 | i | -3 | i | -18 | i | i | i | 0 | i
COc1ccccc1/C=N/N1CCN(Cc2ccccc2Cl)CC1 | -3 | -1.2 | i | 0 | i | -27 | i | i | i | 5 | i
CN(c1ccccc1)S(=O)(=O)c1ccc(Cl)c(C(=O)OCC(=O)NC2CCS(=O)(=O)C2)c1 (stereo unspecified) | 33 | 0.0 | i | -9 | i | -15 | i | i | i | -4 | i
N#CSC(c1ccccc1)c1nc2ccccc2[nH]c1=O (stereo unspecified) | 27 | -0.4 | i | 12 | i | -18 | i | i | i | 0 | i
N/C(=N\S(=O)(=O)c1cc(C(F)(F)F)cc(C(F)(F)F)c1)c1ccc(Cl)cc1 | · | · | i | 20 | i | -7 | i | i | i | 7 | i
O=C(O)c1cncc(C#Cc2ccccc2)c1 | 2 | 1.3 | i | 0 | i | -23 | i | i | i | -6 | i
O=C(NC1CCCN(CCc2ccccc2)C1)c1c[nH]c2ccccc12 (stereo unspecified) | 3 | -55 | i | -7 | i | -11 | i | i | i | -2 | i
Cc1ccc(-c2cc(C(=O)N3CCC(C)CC3)c3ccccc3n2)cc1 | · | · | i | · | i | -41 | i | 12* | i | 4 | i
Cc1ccc(C)c2[nH]c(=O)c(CCNC(=O)c3ccc(S(=O)(=O)N4CCCC4)cc3)cc12 | 16 | -0.3 | i | 14 | i | -7 | i | i | i | 4 | i
COC(=O)c1c(NC(=O)C(=O)N2CCOCC2)sc2c1CCCC2 | -27 | -0.2 | i | -4 | i | -10 | i | i | i | 10 | i
Cc1ccc2sc(NNC(=O)C3=COCCO3)nc2c1C | -29 | 0.5 | i | 4 | i | -15 | i | i | i | 5 | i
Cc1cc(=O)[nH]c(SCc2nnc(-c3ccccc3)o2)n1 | -13 | 0.0 | i | 5 | i | -21 | i | i | i | -4 | i
COc1ccc(-c2noc(CN(C(=O)c3cccs3)C(C)C)n2)cc1 | 1 | 0.3 | i | 0 | i | 9 | -4.8* | i | i | 0 | i
COc1ccc(C(=O)NC2CCCc3ccccc32)cc1Br (stereo unspecified) | -9 | 0.6 | i | 9 | i | -19 | i | i | i | 8 | i
Cc1ccc(-c2nnc(CCC(=O)N(C)Cc3nccs3)o2)s1 | -29 | 3.2 | i | -6 | i | -31 | i | i | i | 3 | i
